MrgX1 agonist: human MrgX1 receptor agonism, primary screen; 310,000 compounds, 0.44% hits; MrgX1-HEK293 cells, Fluo-4 calcium fluorescence, agonist mode; stronger effect = higher value; AID 588627; B-score at 10 µM;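 active = calcium response B-score plate-corrected fluorescence ratio at least 3 library SD, with starting fluorescence B-score inside 5 SD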
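System: HEK293 cells stably expressing human MrgX1 receptor; Dosing: test compound in the initial addition of three; Schedule: overnight plating, then 30 min 37 °C plus 30 min room-temperature dye loading; Detection: kinetic calcium dye fluorescence, Fluo-4 NW; Controls: per-plate positive and negative controls for Z′ factor.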
MrgX1 antag: human MrgX1 receptor antagonism, primary screen; MRGX1-HEK293 calcium flux, Fluo-4, BAM8-22 antagonism; stronger effect = lower value; AID 588676; B-score at 10 µM; 310,000 compounds, 1.3% hits; Q96LB2;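 active = calcium-response B-score plate-corrected more than 3 library SD below zero, starting fluorescence within 5 deviations, no agonist response on first addition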;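 note: peak minus trough fluorescence over baseline after final BAM8-22 challenge near maximal dose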
HIF act: HIF pathway transcriptional activation | activation, % at 7.5 µM (by protocol) | 300,000 compounds, 0.32% hits | U2OS HRE-luciferase reporter, luminescence; normalized: DMSO 0%, desferrioxamine 100%;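 active = mean activation of at least 10% of the iron chelator positive control signal, with at least half of replicates also reaching 10%; inconclusive = mean and replicate majority disagree about reaching 10%; inactive = mean and most replicates under 10%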
TRPC6 inhibitor: blocks the mouse TRPC6 cation channel. HEK293-TRPC6, membrane potential dye, ACh-evoked depolarization; stronger effect = lower value. B-score at 10 µM. 310,000 compounds, 1.1% hits. AID 2553;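 active = B-score under library mean minus 3 SD, initial fluorescence not abnormally high, positive integrated signal ratio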;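 note: B-score derived from integrated fluorescence ratio over the kinetic read; more negative B-score means stronger inhibition of depolarization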
Target sequence (Q61143 whole entry, looked up): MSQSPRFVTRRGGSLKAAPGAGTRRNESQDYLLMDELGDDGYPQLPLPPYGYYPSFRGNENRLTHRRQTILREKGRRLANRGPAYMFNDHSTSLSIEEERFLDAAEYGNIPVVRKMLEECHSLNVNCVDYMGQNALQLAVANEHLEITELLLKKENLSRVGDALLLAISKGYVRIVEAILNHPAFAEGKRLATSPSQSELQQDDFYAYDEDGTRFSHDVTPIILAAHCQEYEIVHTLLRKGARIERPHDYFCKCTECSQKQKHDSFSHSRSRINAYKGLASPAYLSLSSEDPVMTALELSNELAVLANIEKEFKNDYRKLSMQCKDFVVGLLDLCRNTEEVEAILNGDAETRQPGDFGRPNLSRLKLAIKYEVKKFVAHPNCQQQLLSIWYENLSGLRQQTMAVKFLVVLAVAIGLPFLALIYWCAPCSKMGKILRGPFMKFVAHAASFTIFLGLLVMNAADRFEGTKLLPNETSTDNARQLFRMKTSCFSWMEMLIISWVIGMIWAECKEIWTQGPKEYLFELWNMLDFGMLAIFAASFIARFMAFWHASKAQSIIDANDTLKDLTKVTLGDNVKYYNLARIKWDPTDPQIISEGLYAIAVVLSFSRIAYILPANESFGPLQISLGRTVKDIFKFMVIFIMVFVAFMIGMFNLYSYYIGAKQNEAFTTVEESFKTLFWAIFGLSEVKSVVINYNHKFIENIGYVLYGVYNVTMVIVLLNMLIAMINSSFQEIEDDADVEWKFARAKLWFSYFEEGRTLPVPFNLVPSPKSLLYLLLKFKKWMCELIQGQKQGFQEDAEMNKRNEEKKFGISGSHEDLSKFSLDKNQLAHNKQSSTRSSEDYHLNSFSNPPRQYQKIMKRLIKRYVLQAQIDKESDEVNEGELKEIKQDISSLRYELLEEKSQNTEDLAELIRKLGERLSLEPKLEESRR
MrgX1 allo act: allosterically activates human MrgX1 receptor signaling; MrgX1-HEK293, Fluo-4 calcium flux, FDSS; stronger effect = higher value; B-score at 10 µM; 310,000 compounds, 0.63% hits; AID 588675;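 active = plate-corrected calcium response at least 3 library SD above typical, normal starting fluorescence, not activating the receptor alone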;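 note: compound read alongside a low EC10 to EC30 dose of BAM8-22 agonist; peak minus trough fluorescence over baseline measured at the second addition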
PolyA inhibitor: yeast polyadenylation inhibition. S. cerevisiae SKY197-pL101 polyadenylation reporter, beta-gal luminescence; efflux-impaired pdr1/pdr3 knockout yeast; score 100 = 6 SD above DMSO. 300,000 compounds, 0.02% hits. calls only at 12 µM. AID 1875;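 active = lowest replicate activity score at least 50, where 100 means six control SD above control mean; inconclusive = lowest score under 50 but half or more replicates reach 50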;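 note: yeast exposed to compound for 9 h at 30 °C; higher score means more reporter readthrough which indicates perturbed polyadenylation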
TRPC6 activator: activators of mouse TRPC6 channel; HEK293-TRPC6 membrane potential dye fluorescence; stronger effect = higher value; B-score at 10 µM; 310,000 compounds, 0.13% hits; AID 2550;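 active = B-score of the integrated fluorescence ratio above library mean plus 3 SD, and starting fluorescence ratio within library mean plus 5 SD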;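 note: higher score means more depolarization so channel activation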
TRPC4 block: inhibitors of mouse TRPC4 channel. Q9QUQ5. HEK293 TRPC4beta/mu-opioid, DAMGO-evoked Fluo4 calcium flux; stronger effect = lower value. B-score at 10 µM. 300,000 compounds, 0.39% hits. AID 2247;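 active = B-score over 3 SD under the library average, no early fluorescence shift, positive overall ratio signal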
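System: stable TRPC4beta/mu-opioid receptor HEK293 cells; Dosing: single-point compound dosing; Measured by: Fluo4 Ca2+ flux fluorescence; Read-out basis: per-well B score of integrated baseline-normalized Fluo4 ratio.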
TRPC4 agonist: activators of mouse TRPC4 channel; B-score at 10 µM; AID 2237; Q9QUQ5; 310,000 compounds, 0.49% hits; HEK293 TRPC4beta/mu-opioid, Fluo4 calcium fluorescence; stronger effect = higher value;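 active = B-score above 5 SD of library B-scores, and initial fluorescence ratio not above library mean plus 5 SD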;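 note: positive B-score marks a calcium rise read as TRPC4 activation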
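Assay system – TRPC4beta and mu-opioid receptor HEK293 stable cells · Measured by – Fluo4 fluorescence, kinetic · Schedule – dye loading 45 min room temperature, 110 s kinetic read · Read-out – B-scored integrated calcium fluorescence ratio · Controls – buffer and maximal DAMGO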
AI-2 QS mod: modulators of Vibrio harveyi AI-2 quorum sensing system; activity change, % at 7.5 µM; Vibrio harveyi JMH597 AI-2 luminescence/OD600 ratio, 9 h; stronger effect = lower value; strain lacks LuxN and CqsS sensors; 0 = neutral-control median; AID 2094; 300,000 compounds, 0.4% hits; in the data active = activity change below about -75%, passing the limit was not always enough; inconclusive = no clear call, values can overlap the other calls;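 note: luminescence divided by OD600 gain over 9 h not by final OD600 alone; inactives centre near 13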
TRPC4 PAM: allosterically enhances the mouse TRPC4 cation channel; 310,000 compounds, 0.42% hits; AID 2227; HEK293 TRPC4beta/mu-opioid, DAMGO EC20, Fluo-4 Ca2+ flux; stronger effect = higher value; B-score at 10 µM; Q9QUQ5;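 active = B-score of calcium response area above 5 SD of library B-scores, with initial fluorescence ratio within 5 SD of library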;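 note: B-score of integrated fluorescence ratio over time as area under calcium response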
* hit, by the source's call; i = inactive; ? = inconclusive; · = not tested or not shown. An excerpt; count on the stated rates, not on these rows.

Results follow in this order: MrgX1 agonist, MrgX1 antag, HIF act, TRPC6 inhibitor, MrgX1 allo act, PolyA inhibitor, TRPC6 activator, TRPC4 block, TRPC4 agonist, AI-2 QS mod, TRPC4 PAM
- COc1ccc(N2CC(C(=O)N/N=C/c3cc([N+](=O)[O-])ccc3O)CC2=O)cc1 (stereo not drawn)
    i, i, 0.8, i, i, i, i, i, i, ?, i
- CCOC(=O)C1CCCN(C(=O)Cn2cnc3sc(C)c(S(=O)(=O)N4CCOCC4)c3c2=O)C1 (stereo not drawn)
    i, i, -0.4, i, i, i, i, i, i, 10.0, i
- Cc1ccccc1NC(=O)COC(=O)C1(C)CC1(Cl)Cl (stereo not drawn)
    i, i, -0.8, i, i, i, i, i, i, -1.5, i
- O=C(CN1C(=O)c2ccccc2C1=O)Nc1ccc2c(c1)OCO2
    i, i, -0.2, i, i, i, i, i, i, ?, i
- Cc1cccc(N(CC(=O)NCC2CCCO2)C(=O)CCC(=O)Nc2nccs2)c1 (stereo not drawn)
    i, i, 0.7, i, i, i, i, i, i, 30.8, i
- O=C(Nc1ccc(F)cc1F)c1c(C(F)(F)F)ccnc1Oc1cccc(C(F)(F)F)c1
    i, i, -1.0, i, i, i, i, i, i, 14.2, i
- CO/N=C/NC(=O)NOCc1ncc(C(F)(F)F)cc1Cl
    i, i, -1.9, i, i, i, i, i, i, 27.7, i
- O=C(Nc1ccc([N+](=O)[O-])cc1)Nc1ccc2[nH]c(=O)[nH]c2c1
    i, i, 0.2, i, i, i, i, i, i, 14.3, i
- O=C(Nc1ccnn1C1CCN(Cc2ccccc2OCCO)CC1)c1cccc(F)c1
    i, i, 0.0, i, i, i, i, i, i, 18.0, i
- Cc1cccc(C)c1NC(=O)Cn1nc(C)n2cccc2c1=O
    i, i, 0.2, i, i, i, i, i, i, -7.6, i
- O=C(CC1Sc2ccccc2NC1=O)Nc1cccc(-c2nnc3n2CCCCC3)c1 (stereo not drawn)
    i, i, 2.7, i, i, i, i, i, i, 26.5, i
- Cc1ccc(-c2csc3ncnc(NCCC(=O)O)c23)cc1
    i, i, -0.7, i, i, i, i, i, i, ·, i
- CCCc1nnc(NC(=O)CCC(=O)O)s1
    i, i, -0.1, i, i, i, i, i, i, 26.3, i
- CCOC(=O)c1cc2c(=O)n3cccc(C)c3nc2n(Cc2ccco2)c1=NC(=O)c1ccccc1
    i, i, -0.2, i, i, i, i, i, i, 22.4, i
- COc1ccc(OCC(O)CNC(C)c2ccccc2)cc1 (stereo not drawn)
    i, i, -0.2, i, i, i, i, i, i, -5.9, i
- COc1ccc(OC)c(S(=O)(=O)Nc2ccc3[nH]c(=O)[nH]c3c2)c1
    i, i, 0.0, i, i, i, i, i, i, 18.1, i
- COc1cc(C=O)cc(Br)c1OCC(N)=O
    i, i, -0.1, i, i, i, i, i, i, 4.4, i
- CCOc1ccc2oc(C(=O)Nc3ccc4c(c3)OCO4)c(C)c2c1
    i, i, 4.3, i, i, i, i, i, i, 23.4, i
- CC(C)OP(=O)(OC(C)C)C(Nc1ccccc1)c1ccc2c(c1)OCO2 (stereo not drawn)
    i, i, -0.3, i, i, i, i, i, i, 15.1, i
- COc1ccc(-c2nnc(Nc3ccc(CC(N)=O)cc3)c3ccccc23)cc1
    i, i, -0.1, i, i, i, i, i, i, 15.6, i
- O=C(CCCCCn1c(=S)[nH]c2cc3c(cc2c1=O)OCO3)N1CCN(C(=O)c2ccco2)CC1
    i, i, -0.3, i, i, i, i, i, i, -0.1, i
- CCC(C)N1CC23C=CC(O2)C(C(=O)OCc2ccccc2)C3C1=O (stereo not drawn)
    i, i, -0.2, i, i, i, i, i, i, 2.6, i
- CCc1c(C)nc(SCC(=O)N2CCCCC2)[nH]c1=O
    i, i, -0.3, i, i, i, i, i, i, 6.9, i
- CN(CC1CCCN(CCc2ccc(Cl)cc2)C1)C(=O)c1ccoc1 (stereo not drawn)
    i, i, 1.0, i, i, i, i, i, i, 12.8, i
- COC(=O)c1nn(-c2ccccc2)c(Cl)c1/C=N/OCc1ccc(Cl)cc1Cl
    i, i, -0.3, i, i, i, i, i, i, 14.4, i
- O=C(CCc1c[nH]c2ccccc12)N=Nc1c(O)[nH]c2ccccc12
    i, i, -0.3, i, i, i, i, i, i, 1.4, i
- O=C1c2ccccc2C(Nc2ccc(Cl)cn2)N1c1cccnc1 (stereo not drawn)
    i, i, 0.1, i, i, i, i, i, i, 12.8, i
- O=C(CCCC(=O)NC1CCCC1)NC1CCCC1
    i, i, -0.3, i, i, i, i, i, i, 22.1, i
- COc1ccc(CCNC(=O)C2CCN(S(=O)(=O)c3cccc4cccnc34)CC2)cc1OC
    i, i, -0.4, i, i, i, i, i, i, 7.9, i
- Cn1c(CNS(=O)(=O)c2ccc(Cl)cc2)cc(=O)n(C)c1=O
    i, i, -0.1, i, i, i, i, i, i, 15.2, i
- O=C(O)c1cc(Br)ccc1NS(=O)(=O)c1cccc2nsnc12
    i, i, -5.4, i, i, i, 12.8*, i, i, 14.6, i
- O=C(O)CCC(=O)c1ccc2c(c1)OCCO2
    i, i, ·, i, i, i, i, i, i, 16.7, i
- COc1ccc(Cn2c(CO)cnc2SCC(=O)Nc2cc(C)on2)cc1
    i, i, 0.1, i, i, i, i, i, i, 16.7, i
- c1ccc(-c2csc(=Nc3cccnc3)n2CC2CCCO2)cc1 (stereo not drawn)
    i, i, 0.5, i, i, i, i, i, i, 3.9, i
- COc1cc(NC(=S)N2CCN(c3ccccn3)CC2)cc(OC)c1OC
    i, i, -0.2, i, i, i, i, i, i, 8.3, i
- CC1=C(C(=O)NC2CCC(C)CC2)C2(CCC(C)CC2)OC1=O (stereo not drawn)
    i, i, 0.0, i, i, i, i, i, i, 8.2, i
- COc1ccc(CCNC(=O)/C=C/c2ccco2)cc1OC
    i, i, -0.4, i, i, i, i, i, i, 10.8, i
- CC12CC(c3ccccc3O1)C(C(=O)N1CCOCC1)C(=O)N2 (stereo not drawn)
    i, i, 0.3, i, i, i, i, i, i, 7.7, i
- O=C(Cn1ccc2ccccc2c1=O)NCCC(=O)NC1CCN(Cc2ccccc2)CC1
    i, i, -19.0, i, i, i, i, i, i, 3.8, i
- Clc1cncc(Cl)c1NNc1c2ccccc2nc2ccccc12
    i, i, 0.4, i, i, i, i, i, i, 15.8, i
- CC(C)CN(C(=O)CSc1nnc(-c2ccco2)o1)c1c(N)n(Cc2ccccc2)c(=O)[nH]c1=O
    i, i, 0.3, i, i, i, i, i, i, 17.6, i
- O=C(O)c1cccc(-n2cccc2/C=C2/SC(=O)N(CC(=O)N3CCCC3)C2=O)c1
    i, i, 14.0*, i, i, i, i, i, i, 21.3, i
- O=C(COC(=O)COc1ccccc1[N+](=O)[O-])NC1CCCC1
    i, i, 0.1, i, i, i, i, i, i, 3.7, i
- Cc1cc(=O)[nH]c(SCC(=O)N2CCCC(C)C2)n1 (stereo not drawn)
    i, i, -3.4, i, i, i, i, i, i, -2.1, i
- O=C1CC(c2ccccc2)CC(O)=C1C=NCCN1CCN(C(=O)Nc2ccccc2)CC1 (stereo not drawn)
    i, i, 0.0, i, i, i, i, i, i, 14.8, i
- CCC1(c2ccccc2)NC(=O)N(CC(=O)Nc2ccccc2C(=O)NC2CC2)C1=O (stereo not drawn)
    i, i, -0.2, i, i, i, i, i, i, 27.3, i
- Cn1nc([N+](=O)[O-])nc1Oc1ccc(C(C)(C)C)cc1
    i, i, -0.5, i, i, i, i, i, i, -3.6, i
- Cc1cc2ncn(CCC(=O)NC3CCCC3)c2cc1C
    i, i, 0.0, i, i, i, i, i, i, 17.9, i
- CCOC(=O)c1cc(NC(=O)SCC(=O)O)c(C)nc1C
    i, i, -0.1, i, i, i, i, i, i, 28.8, i
- COc1ccc2c(C(=O)CN3CCN(CCO)CC3)c[nH]c2c1
    i, i, 0.0, i, i, i, i, i, i, -3.4, i
- CC(=O)c1ccc(NC(=S)NC(NC(=O)c2ccco2)C(Cl)(Cl)Cl)cc1 (stereo not drawn)
    i, i, 1.2, i, 7.57*, i, i, i, i, 6.0, i
- O=C(c1ccccc1Br)N1CCN(c2ccc([N+](=O)[O-])c(N3CCOCC3)c2)CC1
    i, i, 0.1, i, i, i, i, i, i, 12.2, i
- O=C1C(=O)N(Cc2ccncc2)C(c2ccccc2F)/C1=C(\O)c1ccc2c(c1)OCCO2 (stereo not drawn)
    i, i, 1.1, i, i, i, i, i, i, 14.6, i
- CN=C1S/C(=C\c2ccc(Cl)cc2)C(=O)N1C
    i, i, 1.1, i, i, i, i, i, i, 16.4, i
- O=C(Nc1ccccc1C(=O)NCC1CCCO1)c1ccco1 (stereo not drawn)
    i, i, 0.1, i, i, i, i, i, i, 14.0, i
- COc1ccc(OC)c(-c2nc(CN3CCN(C(=O)c4ccco4)CC3)c(C)o2)c1
    i, i, 0.5, i, i, i, i, i, i, 2.7, i
- Cc1ccc(Nc2nnc(SCC(=O)Nc3ncc(S(=O)(=O)c4ccc([N+](=O)[O-])cc4)s3)s2)cc1
    i, i, 0.4, i, i, i, i, i, i, 20.4, i
- CCCCCN(C(=O)CCC(=O)OCc1ccc(C(C)(C)C)cc1)c1c(N)n(CCCC)c(=O)[nH]c1=O
    i, i, -1.0, i, i, i, i, i, i, 4.7, i
- C=CCNC(=S)N1CCN(Cc2ccccc2)CC1
    i, i, -0.6, i, i, i, i, i, i, 5.8, i
- COc1cccc(NC(=O)CSc2nc3ccccc3nc2N2CCCC2)c1
    i, i, 0.7, i, i, i, i, i, i, 26.5, i
- Cc1cc(NC(=O)C23CC4CC(CC(C4)C2)C3)n[nH]1
    i, i, 1.7, i, i, i, i, i, i, -12.3, i
- COc1ccc(CCNC(=O)C2CC(=O)N(c3ccc(C)cc3)C2)cc1 (stereo not drawn)
    i, i, 0.1, i, i, i, i, i, i, 10.4, i
- CC(C)(C)OC(=O)N1CC(O)CC1C(=O)OCC(=O)c1ccc(-c2ccccc2)cc1 (stereo not drawn)
    i, i, 0.0, i, i, i, i, i, i, 7.7, i

Screens deposited in PubChem BioAssay by several laboratories.
